# SKKanGAS inh: S. pyogenes SKKanGAS growth inhibitors in kanamycin, primary screen, streptokinase expression inhibitor project, SKKanGAS strain, BacTiter-Glo luminescence | 6 h | inhibition, % at 7.5 µM | hit rate 1.3% among 300,000 | AID 1662, 2009;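 active = mean replicate score, as percent of positive control median, at least 50; inconclusive = mean below 50 but one replicate at or above 50; inactive = mean and every replicate below 50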;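 also: strain carries kanamycin resistance gene driven by streptokinase promoter and grows in 40 µg/ml kanamycin; loss of luminescence reflects streptokinase promoter inhibition or plain growth inhibition; 0% = median of DMSO wells and 100% = positive control at its reference dose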
# TRPC6 act: mouse TRPC6 channel activators, primary screen, cell-based, HEK293, membrane potential dye | hit rate 0.13% among 310,000 | B-score at 10 µM | HEK293-TRPC6 membrane potential dye fluorescence; hits give high values | AID 2550, 2010;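 active = B-score of the integrated fluorescence ratio above library mean plus 3 SD, and starting fluorescence ratio within library mean plus 5 SD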;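 also: higher score means more depolarization so channel activation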
# Target sequence (Q61143 whole entry, looked up): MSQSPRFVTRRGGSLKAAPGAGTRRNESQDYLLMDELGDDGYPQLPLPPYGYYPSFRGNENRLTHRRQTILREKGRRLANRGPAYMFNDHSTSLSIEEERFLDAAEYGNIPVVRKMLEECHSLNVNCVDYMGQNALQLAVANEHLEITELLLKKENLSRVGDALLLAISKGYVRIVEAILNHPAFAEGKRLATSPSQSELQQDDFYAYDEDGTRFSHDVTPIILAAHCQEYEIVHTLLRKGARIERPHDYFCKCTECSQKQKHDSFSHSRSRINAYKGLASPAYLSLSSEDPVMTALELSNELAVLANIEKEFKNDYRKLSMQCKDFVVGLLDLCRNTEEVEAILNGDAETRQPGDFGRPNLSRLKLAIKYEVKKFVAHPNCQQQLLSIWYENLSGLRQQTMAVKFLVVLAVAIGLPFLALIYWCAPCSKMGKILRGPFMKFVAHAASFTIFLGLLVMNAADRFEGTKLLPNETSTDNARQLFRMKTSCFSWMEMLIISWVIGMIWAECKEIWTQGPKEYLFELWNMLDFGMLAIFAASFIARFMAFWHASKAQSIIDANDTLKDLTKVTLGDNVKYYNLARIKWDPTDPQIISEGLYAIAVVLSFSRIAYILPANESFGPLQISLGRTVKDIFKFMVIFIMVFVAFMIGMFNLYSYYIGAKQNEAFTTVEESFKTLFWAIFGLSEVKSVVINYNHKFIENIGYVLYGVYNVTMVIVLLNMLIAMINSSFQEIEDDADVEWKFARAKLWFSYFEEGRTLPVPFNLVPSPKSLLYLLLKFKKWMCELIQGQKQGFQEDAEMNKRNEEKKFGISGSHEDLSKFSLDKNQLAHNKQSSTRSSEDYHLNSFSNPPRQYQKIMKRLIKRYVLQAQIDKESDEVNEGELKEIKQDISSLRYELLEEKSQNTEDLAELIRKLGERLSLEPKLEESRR
# TRPC4 inh: inhibitors of mouse TRPC4 channel, primary screen, Fluo4 calcium, HEK293 TRPC4beta/mu-opioid cells. Short transient receptor potential channel 4 (Mus musculus), Q9QUQ5. DAMGO-evoked Fluo4 calcium flux; hits give low values. B-score at 10 µM. hit rate 0.39% among 300,000. AID 2247, 2010;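 active = B-score over 3 SD under the library average, no early fluorescence shift, positive overall ratio signal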
#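 System: stable TRPC4beta/mu-opioid receptor HEK293 cells; Dosing: single-point compound dosing; Measured by: Fluo4 Ca2+ flux fluorescence; Read-out basis: per-well B score of integrated baseline-normalized Fluo4 ratio.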
# Platelet DG rel: inhibitors of platelet dense granule secretion, primary screen, cell-based, MLPCN, human platelets. human platelet-rich plasma, SFLLRN dense granule ATP release, luminescence. inhibition, %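 (compounds screened at 7.5 µM in platelet-rich plasma)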. hit rate 0.22% among 300,000;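 active = mean replicate score, as percent of positive control, at or above 50; inconclusive = mean below 50 but at least one replicate at or above 50; inactive = mean and every replicate below 50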
# RGS4 act: RGS4 potentiators or activators, primary screen, cell-based, HEK293 M3R inducible RGS4, calcium flux | carbachol calcium flux Fluo4; hits give low values | B-score at 10 µM | hit rate 0.92% among 310,000 | AID 463111, 2010;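 active = B-score of the integrated calcium signal more than 4 SD below the library mean, with starting fluorescence not abnormally high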;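 also: negative B-score means reduced calcium response which marks RGS4 activation or potentiation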
#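 System: HEK293 FlpIn-TREx cells, stable M3R, doxycycline-inducible RGS4. Timing: overnight RGS4 induction, 30 min dye load 37 °C, 20 min compound RT. Also added: carbachol, ECmax concentration. Measured by: Fluo4 fluorescence kinetic imaging of calcium. Evaluation: integrated calcium ratio converted to B score.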
# HIF activator: HIF pathway transcriptional activators, primary screen, cell-based, U2OS HRE-luciferase, luminescence | U2OS HRE-luciferase reporter; normalized: DMSO 0%, desferrioxamine 100% | activation, % at 7.5 µM (by protocol) | hit rate 0.32% among 300,000;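 active = mean activation of at least 10% of the iron chelator positive control signal, with at least half of replicates also reaching 10%; inconclusive = mean and replicate majority disagree about reaching 10%; inactive = mean and most replicates under 10%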
# MrgX1 ag: agonists of human MrgX1 receptor, primary screen, HEK293 cells, Fluo-4 calcium flux; B-score at 10 µM; Mas-related G-protein coupled receptor member X1 (Homo sapiens), Q96LB2; Fluo-4 calcium fluorescence, agonist mode; hits give high values; hit rate 0.44% among 310,000; AID 588627, 2011;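 active = calcium response B-score plate-corrected fluorescence ratio at least 3 library SD, with starting fluorescence B-score inside 5 SD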
#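 System: HEK293 cells stably expressing human MrgX1 receptor; Dosing: test compound in the initial addition of three; Schedule: overnight plating, then 30 min 37 °C plus 30 min room-temperature dye loading; Detection: kinetic calcium dye fluorescence, Fluo-4 NW; Controls: per-plate positive and negative controls for Z′ factor.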
# TRPC6 inh: mouse TRPC6 channel inhibitors, primary screen, cell-based, HEK293, membrane potential dye; B-score at 10 µM; Short transient receptor potential channel 6 (Mus musculus), Q61143; ACh-evoked depolarization; hits give low values; hit rate 1.1% among 310,000; AID 2553, 2010;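 active = B-score under library mean minus 3 SD, initial fluorescence not abnormally high, positive integrated signal ratio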;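 also: B-score derived from integrated fluorescence ratio over the kinetic read; more negative B-score means stronger inhibition of depolarization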
# RGS4 block: RGS4 inhibitors, primary screen, cell-based, HEK293 M3R inducible RGS4, calcium flux. B-score at 10 µM. Regulator of G-protein signaling 4 (Homo sapiens), P49798. AID 463165, 2010. hit rate 0.45% among 310,000. Fluo-4 calcium flux; hits give high values; triggered by carbachol at its EC20;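 active = B-score, a plate-corrected calcium signal, over three deviations above library mean, with baseline fluorescence within five deviations of library mean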;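 also: RGS4 expression induced by doxycycline in cells with stable M3 receptor; B-score is computed from the integrated fluorescence ratio over baseline after carbachol; higher B-score means a larger calcium signal and so more RGS4 inhibition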
# MrgX1 antag: antagonists of human MrgX1 receptor, primary screen, HEK293 cells, Fluo-4 calcium flux; Mas-related G-protein coupled receptor member X1 (Homo sapiens), Q96LB2; BAM8-22 antagonism; hits give low values; B-score at 10 µM; hit rate 1.3% among 310,000; AID 588676, 2011;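 active = calcium-response B-score plate-corrected more than 3 library SD below zero, starting fluorescence within 5 deviations, no agonist response on first addition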;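 also: peak minus trough fluorescence over baseline after final BAM8-22 challenge near maximal dose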
# MrgX1 PAM: positive allosteric modulators of MrgX1, primary screen, HEK293 cells, Fluo-4 calcium flux. Mas-related G-protein coupled receptor member X1 (Homo sapiens), Q96LB2. FDSS; hits give high values. B-score at 10 µM. hit rate 0.63% among 310,000;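 active = plate-corrected calcium response at least 3 library SD above typical, normal starting fluorescence, not activating the receptor alone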;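 also: compound read alongside a low EC10 to EC30 dose of BAM8-22 agonist; peak minus trough fluorescence over baseline measured at the second addition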
# Numbers without * were called inactive; i = inactive; ? = inconclusive; . = no result given.
SMILES,SKKanGAS inh,TRPC6 act,TRPC4 inh,Platelet DG rel,RGS4 act,HIF activator,MrgX1 ag,TRPC6 inh,RGS4 block,MrgX1 antag,MrgX1 PAM
CCc1sc(NC(=O)CN2CCOCC2)nc1-c1ccccc1,-9,i,i,8,i,-0.5,i,i,i,i,i
COc1cccc(C(=O)NNS(=O)(=O)c2ccc(C)cc2)c1,-2,i,i,1,i,-1.1,i,i,i,i,i
O=C(COc1cccc(F)c1)N[C@@H](Cc1ccccc1)c1nc2ccccc2[nH]1,-1,i,i,-16,i,0.0,i,i,i,i,i
c1ccc(-c2ccc3c(c2)c2c4n3CCN=C4CCC2)cc1,-2,i,i,6,i,1.8,i,i,i,i,i
CCCCOc1ccc(Cc2c(Cl)nc(SC)nc2N2CCOCC2)cc1,15,i,i,4,i,-0.5,i,i,i,i,i
CCc1nc2c(cnn2-c2ccc(F)cc2)c(=O)n1-c1ccc(N2CCC(C)CC2)cc1,20,i,i,4,i,-0.1,i,i,i,i,i
OC(CNCc1ccccc1)COCc1ccc(Cl)cc1 (centres undefined),1,i,i,8,i,-0.9,i,i,i,i,i
CN(CC(=O)Nc1ccc(F)c(F)c1)S(=O)(=O)c1cccc2cccnc12,2,i,i,-16,i,-0.6,i,i,i,i,i
O=C(N/C(=C/c1cccnc1)C(=O)N1CCOCC1)c1ccccc1F,-1,i,i,12,i,0.9,i,i,i,i,i
COc1ccccc1N1CCN(C2CCCN(C(=O)c3ccnc4ccc(C)cc34)C2)CC1 (centres undefined),-12,i,i,-11,i,-0.4,i,i,i,i,i
COc1cc(OC)cc(C(=O)NN2CCOCC2)c1,-9,i,i,9,i,-0.7,i,i,i,i,i
Cc1ccc(NC2=C(CC(=O)O)C(c3ccccc3)N(c3ccc(C)cc3)C2=O)cc1 (centres undefined),2,i,i,-3,i,0.3,i,i,i,i,i
CCC1CO/C(=C(\C(Cl)=C(Cl)Cl)[N+](=O)[O-])N1 (centres undefined),-5,i,i,6,i,0.3,i,i,i,i,i
O=C(O)CN(c1cccc(C(F)(F)F)c1)S(=O)(=O)c1ccccc1,4,i,i,4,i,-0.7,i,i,i,i,i
COC(=O)c1cc(OC)c(OC)cc1NC(=S)N1CCN(c2ccccn2)CC1,14,i,i,-3,i,-0.8,i,i,i,i,i

# Reprinted from the part before: 4 entries, followed by the next part.
SMILES,SKKanGAS inh,TRPC6 act,TRPC4 inh,Platelet DG rel,RGS4 act,HIF activator,MrgX1 ag,TRPC6 inh,RGS4 block,MrgX1 antag,MrgX1 PAM
Cc1ccc(NC2=C(CC(=O)O)C(c3ccccc3)N(c3ccc(C)cc3)C2=O)cc1 (centres undefined),2,i,i,-3,i,0.3,i,i,i,i,i
CCC1CO/C(=C(\C(Cl)=C(Cl)Cl)[N+](=O)[O-])N1 (centres undefined),-5,i,i,6,i,0.3,i,i,i,i,i
O=C(O)CN(c1cccc(C(F)(F)F)c1)S(=O)(=O)c1ccccc1,4,i,i,4,i,-0.7,i,i,i,i,i
COC(=O)c1cc(OC)c(OC)cc1NC(=S)N1CCN(c2ccccn2)CC1,14,i,i,-3,i,-0.8,i,i,i,i,i
COc1ccc(-c2cc(C(F)F)n3ncc(C(=O)N4CCN(C)CC4)c3n2)cc1,1,i,i,4,i,0.2,i,i,i,i,i
O=C(Cn1nnc(-c2ccc(Cl)cc2)n1)NC1CCN(Cc2ccccc2)CC1,6,i,i,3,i,0.2,i,i,i,i,i
CCOc1ccccc1NC(=O)C(=O)N/N=C/c1cc(Br)ccc1O,23,i,i,-1,i,4.7,i,i,i,i,i
COc1ccccc1N(CC(=O)NCCSCc1ccccc1Cl)S(C)(=O)=O,-2,i,i,-1,i,-0.8,i,i,i,i,i
O=C(CCc1nnc(COc2ccccc2)o1)NCc1ccccc1C(F)(F)F,-6,i,i,2,i,1.3,i,i,i,i,i
O=C(CSCc1c(Cl)cccc1Cl)NCc1ccco1,3,i,i,83*,i,-0.2,i,i,i,i,i
O=P(COCCOCP(=O)(c1ccccc1)c1ccccc1)(c1ccccc1)c1ccccc1,1,i,i,1,i,-0.2,i,i,i,i,i
O=C(CNC(=O)c1ccccc1O)N/N=C/c1ccccn1,1,i,i,16,i,-0.2,i,i,i,i,i
CCOC(=O)c1cnc(N)nc1C(F)(F)F,2,i,i,4,i,-1.1,i,i,i,i,i
CC(C)(C)C(=O)NN=C1CCC(c2ccccc2)CC1 (centres undefined),5,i,i,5,i,0.1,i,i,i,i,i
CCOC(=O)CNC(=O)N1CCCC(CNS(=O)(=O)c2cccs2)C1 (centres undefined),16,i,i,23,i,0.4,i,i,i,i,i
CCOC(=O)N1CCC(N2CCCC(C(=O)c3cc(F)ccc3OC)C2)CC1 (centres undefined),0,i,i,12,i,-0.1,i,i,i,i,i
O=C(NC1CC1)C1CCN(c2ncnc3c2sc2cccc(F)c23)CC1,-6,i,i,2,i,-0.1,i,i,i,i,i
Cc1ccc(N(CC(=O)NCCc2ccccc2)S(=O)(=O)c2c(C)noc2C)cc1,-3,i,i,-4,i,-0.3,i,i,i,i,i
O=C(O)/C=C/c1ccc2ccccc2n1,3,i,i,-3,i,.,i,i,i,i,i

# Some values from above:
# Under SKKanGAS inh, O=C(CSCc1c(Cl)cccc1Cl)NCc1ccco1 has 3
# Under SKKanGAS inh, O=C(O)/C=C/c1ccc2ccccc2n1 has 3

# (listing goes on)
SMILES,SKKanGAS inh,TRPC6 act,TRPC4 inh,Platelet DG rel,RGS4 act,HIF activator,MrgX1 ag,TRPC6 inh,RGS4 block,MrgX1 antag,MrgX1 PAM
COc1ccc2nc(N=NC3=C(O)CC(C)(C)CC3=O)sc2c1,21,i,i,3,i,1.0,i,i,i,i,i
CCSCCOC(=O)C1=C(C)N(C)C(=O)NC1c1ccc2c(c1)OCO2 (centres undefined),-2,i,i,1,i,-7.0,i,i,i,i,i
O=C(Cc1c(C(=O)O)[nH]c2ccccc12)Nc1ccc2c(c1)OCO2,8,i,i,1,i,0.2,i,i,i,i,i
CN1CCN(S(=O)(=O)c2ccc(NC(=O)c3cccc(S(=O)(=O)N4CCCC4)c3)cc2)CC1,12,i,i,1,i,-0.1,i,-5.5*,i,i,i
CCC(=O)NC(C)C(c1cccs1)N1CCOCC1 (centres undefined),2,i,i,0,i,-0.2,i,i,i,i,i
COCCCN=C1NN=C(c2cc(C)n(-c3ccccc3)c2C)CS1,9,i,i,0,i,0.0,i,i,i,i,i
CCC(C)NCCOc1ccc(C)cc1[N+](=O)[O-] (centres undefined),-8,i,i,-17,i,?,.,i,i,.,.
CCOc1ccc(-n2c(SCC(=O)Nc3nccs3)nc3c(c2=O)SCC3)cc1,2,i,i,-3,i,0.0,i,i,i,i,i
Cc1cccc(OCC(=O)OCC(=O)c2c(N)n(C)c(=O)n(C)c2=O)c1C,-4,i,i,3,i,-0.6,i,i,i,i,i
COc1ccc(N(C)C(=O)CC2(CC(=O)O)CCCCC2)cc1,1,i,i,-1,i,-0.1,i,i,i,i,i
CCn1c(SC2CCOC2=O)nnc1-c1ccc(Cl)cc1 (centres undefined),-3,i,i,3,i,-0.3,i,i,i,i,i
CCOC(=O)C1CCN(C(=O)C2(NC(=O)Nc3ccccc3C)CCCCC2)CC1,-1,i,i,5,i,-0.7,i,i,i,i,i
Cc1ccc2c(CN3CCN(Cc4ccccc4)CC3)cc(=O)oc2c1C,0,i,i,5,i,1.1,i,i,i,i,i
CC(C)C(NC(=O)c1ccccc1)C(=O)NC1=NCCS1 (centres undefined),1,i,i,-6,i,0.5,i,i,i,i,i
CC(C)(C)NS(=O)(=O)c1ccc(NS(=O)(=O)c2ccc(F)cc2)cc1,-1,i,i,0,i,0.2,i,i,i,i,i
CCN(CC)S(=O)(=O)c1ccc(Cl)c(NC(=O)COC(=O)c2c(C)noc2C)c1,-1,i,i,0,i,-0.2,i,i,i,i,i
CCOc1ccc(C(CC(=O)O)NC(=O)COc2ccc3ccccc3c2)cc1OC (centres undefined),7,i,i,-20,i,-5.3,i,i,i,i,i
O=C(NCC12CC3CC(CC(C3)C1)C2)c1nn2cccnc2c1Cl,4,i,i,2,i,0.1,i,i,i,i,i
O=C(COc1ccccc1)Nc1ccc(N2CCCCC2)cc1,-1,i,i,-10,i,1.5,i,i,i,i,i
CCCCN(C(=O)CSc1nnnn1C)c1c(N)n(Cc2ccccc2)c(=O)[nH]c1=O,0,i,i,2,i,-0.4,i,i,i,i,i
COC(=O)c1cn(NC(=O)/C=C/c2cc(OC)ccc2OC)c(=O)c2ccccc12,9,i,i,-6,i,0.2,i,i,i,i,i
Cc1cccc(OCC(=O)Nc2ccc(N3CCN(S(C)(=O)=O)CC3)cc2)c1,-27,i,i,5,i,0.0,i,i,i,i,i
O=C(C[n+]1cc(-c2ccc(Cl)cc2)n2c1CCCCC2)c1ccccc1,1,i,i,7,i,0.4,i,i,i,i,i
COc1ccc(NC(=O)C2CC(c3c(F)cccc3Cl)=NO2)cc1 (centres undefined),-6,i,i,2,i,0.4,i,i,i,i,i
COC(=O)C1=C(N)Oc2cc(C)n(CCCn3ccnc3)c(=O)c2C1c1cccc(Cl)c1 (centres undefined),1,i,i,3,i,-0.1,i,i,i,i,i
O=C(NCCOc1ccc(Cl)cc1)C(=O)NCC1CCCO1 (centres undefined),2,i,i,7,i,0.2,i,i,i,i,i

# Screening data as filed in PubChem BioAssay.
